# Screening results from PubChem.
# D1 ag – Allosteric Agonists of the Human D1 Dopamine Receptor: qHTS | HEK293 T-REx D1 cells, calcium flux, agonist mode | D(1A) dopamine receptor (Homo sapiens), P21728 | activation, % at 2 µM | 1% of 360,000 active; in the data active means activation above about 30%; further: 0% is about no effect
# Target sequence (P21728 whole entry, looked up): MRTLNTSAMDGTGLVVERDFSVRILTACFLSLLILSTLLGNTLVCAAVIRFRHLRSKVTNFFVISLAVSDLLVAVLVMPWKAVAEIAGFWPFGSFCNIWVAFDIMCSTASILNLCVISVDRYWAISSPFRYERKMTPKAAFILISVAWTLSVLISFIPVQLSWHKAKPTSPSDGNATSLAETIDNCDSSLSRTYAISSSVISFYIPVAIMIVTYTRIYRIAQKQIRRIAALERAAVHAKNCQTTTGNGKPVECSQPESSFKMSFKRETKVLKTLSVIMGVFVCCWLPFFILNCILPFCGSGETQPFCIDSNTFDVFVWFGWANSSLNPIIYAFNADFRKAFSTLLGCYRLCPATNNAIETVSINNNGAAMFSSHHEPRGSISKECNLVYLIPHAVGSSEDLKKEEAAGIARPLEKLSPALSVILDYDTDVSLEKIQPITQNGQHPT
#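 Agonism was scored from calcium flux recorded over 180 s (1 read/s) after pintool compound addition, following a 10-cycle baseline. Cells were inducible force-coupled HEK293 TREx D1, plated overnight at 30 C and loaded with no-wash calcium dye.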
# RXFP1 antagonist – qHTS Assay for Antagonists of the Relaxin Receptor RXFP1; Relaxin receptor 1 (Homo sapiens), Q9HBX9; HEK293-RXFP1, relaxin-stimulated cAMP HTRF, 30 min; hits give low values; activity change, negative = inhibition, % at 57.5 µM; 0.59% of 350,000 active; AID 1259400, 2018;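 active means activity change of -60% or lower, but not beyond a set lower limit; inconclusive means change between -60% and -40%, or beyond the set limit; inactive means change above -40%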; further: on the % scale 0 is the no-effect control and ±100 the full control effect
# D2 potentiator – HTS Assay for Positive Allosteric Modulators of the Human D2 Dopamine Receptor: Primary Screen for Potentiators. D(2) dopamine receptor (Homo sapiens), P14416. HEK293 T-REx D2, calcium flux, EC20 dopamine potentiation. potentiation, % at 10 µM. 0.34% of 340,000 active;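 active means potentiation over 3 SD above the plate norm, cut at about 30% in these data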; further: 0% is about no effect
#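 Calcium flux readout, no-wash dye, 1 read/s. Inducible HEK293 Trex D2 line, overnight 30 C. Compound alone 180 s (agonist flags), then EC20 dopamine, another 180 s to score potentiation.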
# Glioma ERSR ind – qHTS for Inducers of the Endoplasmic Reticulum Stress Response (ERSR) in Human Glioma: qHTS; AID 602332, 2012; 0.02% of 420,000 active; U87-MG GRP78 promoter luciferase reporter, 16 h; Potency, µM, inactives show at the highest dose activation, usual class: activators; further: potency means the concentration at half of the fitted maximal effect; series mostly up to about 76 µM; % of control where 0% means no effect; nearly all actives have a fitted effect of over 35% in size
#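 Stably transfected U87-MG human glioma cells carrying a GRP78-based luminescent sensor were seeded at 1000 cells/well, pin-dosed with compounds and incubated 16 h. Luciferase reagent was then added, and end-point luminescence was read after 10 min at room temperature.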
# Vif-A3G inh – qHTS for Inhibitors of Vif-A3G Interactions: qHTS | DNA dC->dU-editing enzyme APOBEC-3G (Homo sapiens), Q9HC16 | HeLa A3G-eYFP + Vif (tagged APOBEC3G with the HIV-1 protein that degrades it), YFP fluorescence, overnight | Potency, µM (top dose mostly 46.1 µM), for inactives: at the top dose activity, negative = active, usual class: inhibitors | 0.076% of 410,000 active;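 further: potency means the concentration at half of the fitted maximal effect; on the % scale 0 is the no-effect control and ±100 the full control effect; nearly all actives have a fitted effect of over 60% in size; hits raise eYFP signal because A3G escapes Vif-driven loss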
# Target sequence (Q9HC16 whole entry, looked up): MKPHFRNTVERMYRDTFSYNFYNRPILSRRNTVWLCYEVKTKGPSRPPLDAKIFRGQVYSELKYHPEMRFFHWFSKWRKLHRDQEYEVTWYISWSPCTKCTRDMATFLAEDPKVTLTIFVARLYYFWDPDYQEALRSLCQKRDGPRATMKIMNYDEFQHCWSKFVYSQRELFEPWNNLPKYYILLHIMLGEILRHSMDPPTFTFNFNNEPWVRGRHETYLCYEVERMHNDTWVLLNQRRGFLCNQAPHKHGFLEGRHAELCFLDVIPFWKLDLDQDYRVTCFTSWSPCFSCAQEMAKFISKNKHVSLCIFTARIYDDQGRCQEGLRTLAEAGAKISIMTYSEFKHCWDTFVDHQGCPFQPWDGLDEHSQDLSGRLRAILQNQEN
#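 HeLa cells stably expressing Vif and C-terminally eYFP-tagged A3G, seeded overnight at 37 deg C, then exposed to compound by pintool overnight at 37 deg C. Rise in yellow fluorescence (Ex 488/Em 500-530, Acumen) marks blocked Vif-driven A3G degradation.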
# RXFP1 agonist – qHTS Assay for Agonists of the Relaxin Receptor RXFP1; Potency, µM (top dose mostly 57.5 µM), for the others: at the top dose activation, most hits filed as activators; HEK293T-RXFP1 cAMP TR-FRET, 30 min; response scale: percent of porcine relaxin response, buffer zero; 0.3% of 370,000 active; Relaxin receptor 1 (Homo sapiens), Q9HBX9; further: potency means the concentration at half of the fitted maximal effect; on the % scale 0 is the no-effect control and ±100 the full control effect; nearly all actives have a fitted effect of over 60% in size; many of its hits are not listed in these tables
#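 HEK293 cells stably expressing RXFP1, treated 30 min at 37C with compounds plus PDE4 inhibitor Ro 20174; cAMP measured by HTRF TR-FRET. Normalized to buffer and 29 nM porcine relaxin; EC50 by Hill fit.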
# D1 antagonist – Antagonist of Human D 1 Dopamine Receptor: qHTS; activity change, negative = inhibition, % at 10 µM; HEK293 TREx D1 cells, calcium flux, dopamine EC80; hits give low values; D(1A) dopamine receptor (Homo sapiens), P21728; 3.2% of 360,000 active; in the data active means activity change below about -30%; further: on the % scale 0 is the no-effect control and ±100 the full control effect
#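 Tetracycline-induced HEK293 T-REx cells with force-coupled D1 receptor were loaded with a no-wash calcium dye. Compound was added after a 10 s baseline and read kinetically for 180 s; EC80 dopamine was then added and calcium flux followed another 180 s.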
# Vif-A3F inh – qHTS for Inhibitors of Vif-A3F Interactions: qHTS; HeLa A3F-eYFP + Vif (tagged APOBEC3F with the HIV-1 protein that degrades it), YFP fluorescence increase; Potency, µM (highest dose often 46.1 µM), inactives show at the highest dose activity, negative = active; AID 602313, 2012; 0.2% of 390,000 active; further: potency means the concentration at half of the fitted maximal effect; % of control where 0% means no effect; nearly all actives have a fitted effect of over 65% in size
#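 Fluorescence increase (Ex 488/Em 500-530) after overnight compound treatment at 37 deg C flags inhibition of Vif-driven A3F-eYFP loss in stable HeLa A3F-eYFP/Vif cells seeded overnight beforehand.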
# D1 PAM – Potentiators of Human D1 Dopamine Receptor: qHTS; potentiation, % at 10 µM; AID 504651, 2011; HEK293 TREx D1 cells, calcium flux, dopamine EC20 potentiation; 0.036% of 360,000 active; D(1A) dopamine receptor (Homo sapiens), P21728; in the data active means potentiation above about 30%; further: 0% is about no effect
# * = called active by the depositor; u = inconclusive; x = no result given; & = joins results of further samples. Unless noted, the call rests on the fitted dose curve; in most records, active means well fitted curve in the direction sought with a large enough effect; inconclusive means small, poorly fitted or top-dose-only effect, or another doubt; inactive means no such curve, though single readings can be large; an effect the other way counts as inactive or inconclusive. The list is partial. The share of hits here may be higher or lower than overall.
SMILES,D1 ag,RXFP1 antagonist,D2 potentiator,Glioma ERSR ind,Vif-A3G inh,RXFP1 agonist,D1 antagonist,Vif-A3F inh,D1 PAM
CC(C)CC(NC(=O)C(CC(C)C)NC(=O)C(Cc1ccc(OCc2ccccc2)cc1)NC(=O)OC(C)(C)C)C(N)=O (stereo not drawn),1,12,1,-4%,3%,-2.6%,9,-7%,2
Cc1ccc(C2NC(C(=O)O)CS2)cc1 (stereo not drawn),2,x,4,x,x,-2.9%,1,x,3
CCOc1cc(/C=C2\NC(=O)NC2=O)ccc1OC(C)C(=O)O (stereo not drawn),0,3,-1,-1%,-1%,1.1%,2,6%,-2
Cc1ccc(C(=O)NNC(=O)c2cccc3ccccc23)cc1,x,-4,x,0%,-3%,x,x,2%,x
Cc1onc(-c2c(Cl)cccc2Cl)c1C(=O)N1CCCc2ccccc21,139*,1,6,2%,u,2.1%,18,2%,1
CCCCCCCCCCCCC(NC(C)=O)(C(=O)OCC)C(=O)OCC,8,3,8,-3%,2%,-2.3%,-4,23%,-2
COc1cc(CC(=O)OCC(=O)NCc2ccc(C)cc2)cc(OC)c1OC,2,-3,-12,-5%,-8%,1.2%,21,-5%,6
CC(=O)c1ccc(NC(=O)NC2CCCCCCC2)cc1,10,-9,-3,4%,-7%,-0.9%,-13,1%,4
Cc1cc(C)cc(OCc2ccc(C(=O)O)o2)c1,0,0,-1,-1%,-3%,1.5%,4,-6%,-1
Cc1ccc(CNC(=O)C2CCCN(S(=O)(=O)c3ccc4c(c3)oc(=O)n4C)C2)cc1 (stereo not drawn),2,x,-10,-1%,1%,-1.0%,-23,-6%,-4
CC#CCOCC1CN(C)C(=O)O1 (stereo not drawn),x,-9,x,-4%,0%,x,x,4%,x
Cc1occc1C(=O)N1CCN(C(=O)C2CCCO2)CC1 (stereo not drawn),1,-9,-8,0%,0%,-0.1%,-7,-2%,0
CCC(C(=O)NCc1ccc(F)cc1)N(Cc1cccs1)C(=O)c1snc(C(N)=O)c1N (stereo not drawn),0,17,2,-4%,-2%,0.5%,5,5%,5
Cc1nc2c([nH]c3ccc(Br)cc32)s1,1,13,6,3%,-1%,-0.8%,-5,-11%,-3
CCOC(=O)c1nc2nc(C)cc(=O)n2[nH]1,1,7,4,-6%,1%,-0.4%,0,3%,-4
C(=N\N1CCOCC1)/c1cn(-c2ccccc2)nc1-c1ccccc1,1,-7,3,6%,-1%,-5.0%,15,-4%,-4
CCOc1ccc(Nc2nc3c(c(=O)[nH]2)CCC3)cc1,0,2,1,4%,-1%,0.4%,12,-12%,2
COC(=O)Cn1c2ccccc2c2nc(C)sc21,2,14,14,-4%,0%,1.9%,-2,-7%,-13
O=C1CC[C@@H](CN(Cc2ccccc2)Cc2cn[nH]c2-c2cc3ccccc3o2)N1,0,-6,6,-6%,0%,1.4%,11,3%,3
Cc1cc(Cl)ccc1NC(=O)CN1C(=O)NC2(CCCC2)C1=O,3,-10,10,0%,12%,-0.1%,-5,-32%,-1
COC(=O)[C@@H](NC(=O)c1ccccc1)[C@@H](C)O,0,x,-1,-2%,1%,-2.5%,-6,-5%,0
COCCCNC(=O)CSc1nc2cc(C(=O)NCCOC)ccc2c(=O)n1Cc1ccc2c(c1)OCO2,2,9,4,-1%,-1%,1.8%,-18,6%,-8
COc1cc2c(cc1OC)[C@H](C)N(C(=O)COc1ccccc1)CC2,2,0,4,-7%,1%,0.1%,-17,-6%,4
Cc1ccc(NC(=O)CSc2nc(=O)n(CCCN3CCOCC3)c3c2CCCC3)cc1,1,-11,-31,-5%,1%,1.0%,2,5%,2
CCc1nonc1NC(=O)c1oc2ccc(C)cc2c1C,3&3,4&7,-11&1,1%&-1%,-1%&8%,0.9%&4.9%,-1&0,5%&-4%,-6&1

# 16 of these compounds, set out differently.
Compound	D1 ag	RXFP1 antagonist	D2 potentiator	Glioma ERSR ind	Vif-A3G inh	RXFP1 agonist	D1 antagonist	Vif-A3F inh	D1 PAM
Cc1ccc(CNC(=O)C2CCCN(S(=O)(=O)c3ccc4c(c3)oc(=O)n4C)C2)cc1 (stereo not drawn)	2	x	-10	-1%	1%	-1.0%	-23	-6%	-4
CC#CCOCC1CN(C)C(=O)O1 (stereo not drawn)	x	-9	x	-4%	0%	x	x	4%	x
Cc1occc1C(=O)N1CCN(C(=O)C2CCCO2)CC1 (stereo not drawn)	1	-9	-8	0%	0%	-0.1%	-7	-2%	0
CCC(C(=O)NCc1ccc(F)cc1)N(Cc1cccs1)C(=O)c1snc(C(N)=O)c1N (stereo not drawn)	0	17	2	-4%	-2%	0.5%	5	5%	5
Cc1nc2c([nH]c3ccc(Br)cc32)s1	1	13	6	3%	-1%	-0.8%	-5	-11%	-3
CCOC(=O)c1nc2nc(C)cc(=O)n2[nH]1	1	7	4	-6%	1%	-0.4%	0	3%	-4
C(=N\N1CCOCC1)/c1cn(-c2ccccc2)nc1-c1ccccc1	1	-7	3	6%	-1%	-5.0%	15	-4%	-4
CCOc1ccc(Nc2nc3c(c(=O)[nH]2)CCC3)cc1	0	2	1	4%	-1%	0.4%	12	-12%	2
COC(=O)Cn1c2ccccc2c2nc(C)sc21	2	14	14	-4%	0%	1.9%	-2	-7%	-13
O=C1CC[C@@H](CN(Cc2ccccc2)Cc2cn[nH]c2-c2cc3ccccc3o2)N1	0	-6	6	-6%	0%	1.4%	11	3%	3
Cc1cc(Cl)ccc1NC(=O)CN1C(=O)NC2(CCCC2)C1=O	3	-10	10	0%	12%	-0.1%	-5	-32%	-1
COC(=O)[C@@H](NC(=O)c1ccccc1)[C@@H](C)O	0	x	-1	-2%	1%	-2.5%	-6	-5%	0
COCCCNC(=O)CSc1nc2cc(C(=O)NCCOC)ccc2c(=O)n1Cc1ccc2c(c1)OCO2	2	9	4	-1%	-1%	1.8%	-18	6%	-8
COc1cc2c(cc1OC)[C@H](C)N(C(=O)COc1ccccc1)CC2	2	0	4	-7%	1%	0.1%	-17	-6%	4
Cc1ccc(NC(=O)CSc2nc(=O)n(CCCN3CCOCC3)c3c2CCCC3)cc1	1	-11	-31	-5%	1%	1.0%	2	5%	2
CCc1nonc1NC(=O)c1oc2ccc(C)cc2c1C	3&3	4&7	-11&1	1%&-1%	-1%&8%	0.9%&4.9%	-1&0	5%&-4%	-6&1

# Of the compounds above, these have an aryl methoxy group.
SMILES,D1 ag,RXFP1 antagonist,D2 potentiator,Glioma ERSR ind,Vif-A3G inh,RXFP1 agonist,D1 antagonist,Vif-A3F inh,D1 PAM
COc1cc(CC(=O)OCC(=O)NCc2ccc(C)cc2)cc(OC)c1OC,2,-3,-12,-5%,-8%,1.2%,21,-5%,6
COc1cc2c(cc1OC)[C@H](C)N(C(=O)COc1ccccc1)CC2,2,0,4,-7%,1%,0.1%,-17,-6%,4

# Further compounds follow:
SMILES,D1 ag,RXFP1 antagonist,D2 potentiator,Glioma ERSR ind,Vif-A3G inh,RXFP1 agonist,D1 antagonist,Vif-A3F inh,D1 PAM
Cn1ccnc1COc1ccc(/C=N/O)cc1,2,-3,-9,1%,4%,4.8%,1,0%,-8
O=C(COC(=O)CNC(=O)c1ccccc1)NCCc1ccccc1,5,-14,16,1%,-1%,0.1%,4,-8%,2
CC(C)(C)N1CCC1C(N)=O (stereo not drawn),5,x,-4,x,x,-0.2%,-19,x,5
Cc1cccc(NC(=O)c2cc(-c3cc(Cl)ccc3O)n[nH]2)c1,9,-6,4,0%,0%,3.5%,-14,16%,-12
CC(=O)c1ccc(N2CCN(S(=O)(=O)c3cn(C)c(C)n3)CC2)cc1,2,-16,1,-2%,0%,0.4%,2,6%,10
CCOC(=O)c1nc(C)nc(Sc2n[nH]c(-c3cc(Cl)cc(Cl)c3)n2)c1C,6,u,-3,-5%,2%,-2.4%,-5,-20%,7
O=S(=O)(N/N=C\c1cccn1-c1ccccc1)c1ccc2ccccc2c1,2,-1,7,-5%,5%,-0.1%,12,1%,-3
COc1ccc(/C=C/C(=O)c2ccc3c(c2)OCO3)c(OC)c1,9,4,6,-1%,u,-0.8%,7,-1%,-7
Cc1ccc(NS(=O)(=O)c2ccc3c(c2)NC(=O)CO3)cc1C,1,-18,-8,-1%,1%,3.1%,7,-12%,2
Brc1ccc(-c2nnc(-c3cccnc3)o2)cc1,x,-7,x,0%,0%,x,x,-10%,x
COc1ccc(NC(=S)NCCCN2CCN(C3CCCCC3)CC2)cc1,2,x,-8,-3%,0%,0.5%,-7,8%,1
O=C(Cn1cnc2ccccc2c1=O)Nc1ccc(S(=O)(=O)N2CCOCC2)cc1,3,-15,-13,-1%,-6%,0.7%,-7,6%,4
Cc1ccccc1-c1nnc2s/c(=C\c3ccc(N(C)C)cc3)c(=O)n12,19,x,-4,x,x,0.1%,-8,x,2
CCOc1cc(/C=C/C(=O)OCC(=O)NC2CCS(=O)(=O)C2)ccc1OCc1ccccc1 (stereo not drawn),4,-18,9,-1%,0%,-1.1%,-2,-14%,-1
CCC(=O)Nc1nc(-c2ccc3c(c2)OCCO3)cs1,-2,x,-3,-3%,3%,0.2%,6,2%,6
COc1ccc(-c2csc(N3C(=O)CNC3=S)n2)cc1,5,-11,9,-5%,0%,-1.6%,-10,0%,1
CCCNC(=O)c1ccc2c(=O)c(O)c(-c3ccc(F)cc3)[nH]c2c1,1,x,x,-7%,-25%,0.0%,-59*,-8%,-9
